tuberculosis growth = growth inhibition of non-replicating M. tuberculosis (AID 488890); inhibition, % at 25 µM; hits with a dose series show IC50 in µM; Mycobacterium tuberculosis non-replicating, growth inhibition; higher % means a stronger effect; 320,000 compounds, 0.39% hits; in the data active = a potency from the dose series; inconclusive = inhibition mostly from about 82% at the one dose, without a potency; inactive = the rest, 99 in 100 with inhibition below about 76%;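 also: plate controls were DMSO cells for no effect and high antibiotic wells for full effect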
H37Rv inhibition = M. tuberculosis growth inhibition, HTS (AID 449762) | M. tuberculosis H37Rv growth inhibition, 7H9 media; higher % means a stronger effect | one-dose inhibition, % at 25 µM; IC50 in µM for titrated hits | 330,000 compounds, 0.59% hits; in the data active = a potency from the dose series; inconclusive = inhibition above about 70% without an active follow-up result;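 also: bacterial growth assessed after seven days of incubation; strong numbers were not always called active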
VEEV TC-83 Vero = inhibitors of VEEV TC-83 cytopathic effect, confirmation, Vero cells (AID 588727) | one-dose inhibition, % at 20 µM; IC50 in µM for titrated hits | Vero cells, VEEV TC-83 cytopathic effect inhibition; higher % means a stronger effect | 350,000 compounds, 0.13% hits; in the data active = a potency from the dose series; inconclusive = inhibition mostly from about 14% at the one dose, without a potency; inactive = the rest, 99 in 100 with inhibition below about 12%; also: strong numbers were not always called active
H1N1 NS1A inhibition = NS1A inhibition, H1N1 influenza, cell based functional assay (AID 504329); inhibition, % at 12.5 µM, or IC50 in µM where a hit was titrated; NS1A functional cell-based assay, percent inhibition; higher % means a stronger effect; 340,000 compounds, 0.3% hits; in the data active = a potency from the dose series; inconclusive = inhibition above about 27% without an active follow-up result; also: strong numbers were not always called active
PhoP GFP inhibition = Inhibition of PhoP regulon, Salmonella typhi GFP reporter cells, confirmation, 4 h (AID 1850); Salmonella Typhi PhoP-promoter GFP reporter, fluorescence, 4 h; higher % means a stronger effect; 310,000 compounds, 0.33% hits; one-dose inhibition, % at 50 µM; IC50 in µM for titrated hits; in the data active = a potency from the dose series; inconclusive = inhibition mostly from about 25% at the one dose, without a potency; inactive = the rest, 99 in 100 with inhibition below about 19%;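 also: 0% = induced wells with vehicle and 100% = uninduced wells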
VEEV TC-83 Vero 10K pilot screen = recorded beside VEEV TC-83 Vero, whose call it bears; inhibition, %; measured here: 10K pilot screen inhibition
Starred values were filed as active, the others as inactive; i = inactive; ? = inconclusive; nt = not tested or not shown. The order is random; 1.5% or so of the library scored in one or more.

SMILES	tuberculosis growth	H37Rv inhibition	VEEV TC-83 Vero	H1N1 NS1A inhibition	PhoP GFP inhibition	others
CCCCOP(=O)(c1ccc(N(C)C)cc1)C(O)c1ccc(OC)c(OC)c1 (configuration not stated)	-11%	6%	i	-13%	5%
Cc1ccc(S(=O)(=O)N2CCN(C(=O)c3ccc(-n4cncn4)c([N+](=O)[O-])c3)CC2)cc1	-4%	-4%	1.5%	-1%	0%
NS(=O)(=O)c1cccc(NC(=O)CSc2nnnn2-c2ccccc2)c1	-2%	0%	0.6%	14%	-1%
N#C/C(=C1\C(=O)Nc2c(Cl)cc(Cl)cc21)c1nnc2n1CCCCC2	13%	4%	4.9%	1%	-17%
O=C(CCl)Nc1ccccc1C(=O)c1ccccc1	78%	?	?	-14%	4%
O=C(C[C@@H]1C/C=C\CCC(=O)OC[C@H](Cc2ccccc2)NC1=O)N[C@@H](CO)Cc1ccccc1	11%	2%	i	-8%	nt
Cc1ccc(OCC(=O)Nc2nnn(C)n2)c(C)c1	-11%	1%	1.7%	4%	5%	VEEV TC-83 Vero 10K pilot screen=1.1
CC(C)(C)c1ccc(NC(=O)CSc2n[nH]c(=O)n2-c2cccnc2)cc1	14%	6%	2.1%	-2%	13%
COC(=O)C1=C(N)Oc2cc(N(C)C)ccc2C1c1ccccc1OC (configuration not stated)	-1%	8%	3.0%	16%	-8%
CCN(CC)S(=O)(=O)c1ccc2c(c1)nc(CCC(=O)Nc1ccccc1Cc1ccccc1)n2CC	2%	-1%	i	-1%	0%
O=C(O)CSCCn1cccn1	1%	-12%	0.9%	-7%	-7%
O=C(NCCc1ccccc1)C(=O)NCC1OCCCN1S(=O)(=O)c1cccs1 (configuration not stated)	13%	-3%	1.6%	-3%	-4%
CCOC(=O)c1ccccc1NC(=O)Nc1ccc(OC)c(OC)c1	-11%	-5%	4.6%	3%	-4%
CN(C)c1ccc(Nc2c3c4c(cccc4n(C)c2=O)C(=O)c2ccccc2-3)cc1	62%	9%	8.1%	?	-4%
COc1ccc(N=C(C)c2c(O)n(C)c(=O)n(C)c2=O)c(OC)c1	33%	2%	8.8%	-6%	-13%
NS(=O)(=O)c1cccc(NC(=O)CSc2n[nH]c(-c3cccs3)n2)c1	23%	-9%	4.1%	-16%	nt
COc1ccc(N=C2C(=O)Nc3ccccc32)cc1	nt	nt	1.4%	9%	-9%
O=C(NCCN1CCOCC1)C1CCN(S(=O)(=O)N2CCCC2)CC1	-1%	8%	0.4%	-9%	-19%
NS(=O)(=O)c1ccc(CNS(=O)(=O)c2ccc3ccccc3c2)cc1	8%	3%	0.7%	-11%	-12%
CCN1CCN(Cc2nc3ccc([N+](=O)[O-])cc3c(=O)n2-c2ccccc2F)CC1	-2%	9%	1.9µM*	-39%	-8%
COc1ccc(-c2cc(C(F)(F)F)nc(SCC(=O)NCc3cccs3)n2)cc1OC	-10%	8%	0.1%	-4%	-2%
CCc1cccc(C)c1NC(=O)CCCSc1nc2ccccc2s1	45%	10%	4.2%	-1%	-5%
Cc1cc(NC(=O)c2cc(-c3ccccc3)on2)no1	32%	-1%	1.7%	-10%	0%
O=C(NCCCN1CCCC1=O)C1CCC(CNS(=O)(=O)c2ccc(Cl)cc2)CC1 (configuration not stated)	-23%	0%	i	37%	-8%
COc1cc(CN2CCC(CO)(Cc3cccc(C(F)(F)F)c3)CC2)ccc1F	51%	12%	i	10%	18%
O=C(CNC(=O)c1cccc(Cl)c1)N/N=C/C=C/c1ccccc1	1%	2%	1.6%	-6%	4%
CC(=O)Nc1ccc(S(=O)(=O)NC(C(=O)O)C(C)C)cc1 (configuration not stated)	2%	-2%	1.3%	1%	2%
COc1ccccc1CN(C)C(=O)C(c1ccccc1)c1ccccc1	41%	5%	0.3%	-1%	10%
O=C(CSCc1ccc(F)cc1)Nc1ccc(N2CCOCC2)cc1N1CCOCC1	22%	18%	0.6%	3%	nt
CC(=O)C1=C(O)C(=O)N(CCC(=O)O)C1c1cccc(F)c1 (configuration not stated)	nt	1%	0.8%	1%	-1%
COc1ccccc1-n1cnc2sc(-c3ccccc3)cc2c1=O	-17%	0%	1.4%	-1%	-4%
O=C(c1cccs1)N1CCN(C2CCN(Cc3ccccc3)CC2)CC1	-10%	-8%	i	6%	4%
C=CCn1c(=O)c(C(C)=O)cn(N(C)c2ncc(C(F)(F)F)cc2Cl)c1=O	15%	-1%	0.5%	-2%	-2%
O=C(NCC1CCCO1)c1cccc(N2CCCC2=O)c1 (configuration not stated)	-6%	1%	0.1%	4%	-9%
O=C(COC(=O)c1cc([N+](=O)[O-])ccc1N1CCOCC1)NCc1ccc(Cl)cc1Cl	38%	50%	5.2%	-2%	-9%
CC(C)CNc1ncnc2[nH]ncc12	nt	nt	3.4%	10%	nt
O=S(=O)(/N=C(/Nc1ccccc1F)c1ccccc1)c1ccccc1	-3%	-6%	i	1%	-11%
C=CCNC(=S)N/N=C/c1ccc(C(F)(F)F)cc1	66%	1%	0.9%	-11%	-6%
O=S1(=O)NC[C@]23C[C@H](c4ccc(F)cc4)[C@@H](C[C@@H]21)O3	-8%	-5%	0.7%	-3%	1%
Cc1cc(C)c(NC(=S)NC(NC(=O)c2ccccc2)C(Cl)(Cl)Cl)c(C)c1 (configuration not stated)	20%	3%	i	10%	-4%
O=c1[nH]c(SCc2n[nH]c(=S)n2-c2ccccc2)nc2sc3c(c12)CCC3	-7%	-10%	2.4%	7%	-15%
C(=C\n1nnc2ccccc21)/c1ccc[nH]1	-4%	3%	0.8%	11%	16%	VEEV TC-83 Vero 10K pilot screen=1.7
COc1ccc(S(=O)(=O)Nc2ccc(-n3cnnn3)cc2)cc1[N+](=O)[O-]	8%	-2%	1.6%	-12%	nt
CN1CCC(=O)N([C@H](COc2ccccc2)Cc2ccccc2)CC1	-21%	-9%	0.2%	-4%	-40%
Nc1ccc2oc(C3CCCCC3)nc2c1	0%	0%	1.9%	3%	5%
Cc1cccc(C)c1NC(=S)N1CCCCCC1	-8%	-1%	i	-6%	2%
O=C(Nc1ccc2c(c1)OCO2)c1cnc2n(c1=O)CCS2	0%	-10%	2.8%	-1%	-9%
Cc1ccc(C(=O)CSc2n[nH]c(C)n2)cc1	3%	2%	i	1%	15%
O=C(N/N=C/c1c(-c2ccccc2)[nH]c2ccccc12)c1cccnc1	4%	4%	2.8%	6%	-1%
O=C(NCc1n[nH]c(=S)n1-c1ccc(F)cc1)c1ccc(S(=O)(=O)N2CCOCC2)cc1	-2%	-5%	2.7%	-10%	-8%
CC(C)CCOP(=O)(c1ccc(N(C)C)cc1)C(O)c1ccc(N(C)C)cc1 (configuration not stated)	24%	-2%	1.5%	6%	-6%
COc1ccc(C(=O)C[n+]2cccc(C)c2)cc1	-14%	-7%	0.5%	-5%	-11%
Fc1ccccc1Oc1nc(-c2ccncc2)nc2ccccc12	-15%	4%	0.0%	0%	3%
COc1ccccc1NC(=S)NC(=O)CC(C)C	73%	10%	4.4%	1%	-8%
O=C(c1ccco1)N1CCN(c2nc(C3CC3)nc3sc4c(c23)CCCC4)CC1	22%	?	7.8%	8%	2%
COc1ccccc1/C=C1/SC(=O)N(CCC(=O)Nc2ccc(S(=O)(=O)Nc3nccs3)cc2)C1=O	38%	-3%	7.0%	15%	-11%
O=C(CSc1ccc(-c2ccco2)nn1)c1ccc(F)cc1	38%	-9%	i	0%	2%
CN1CCC(=C(c2ccccc2)c2ccc(Br)cc2)CC1	72%	14%	1.0%	-9%	16%
O=C(Cn1cnc2c(nnn2Cc2ccccc2)c1=O)c1ccccc1	-11%	-1%	0.5%	-2%	8%	VEEV TC-83 Vero 10K pilot screen=1.2
Cc1cc(/C=C2\NC(=O)N(Cc3ccc(Cl)cc3)C2=O)c(C)n1C	21%	-6%	1.0%	-6%	0%

More compounds
SMILES	tuberculosis growth	H37Rv inhibition	VEEV TC-83 Vero	H1N1 NS1A inhibition	PhoP GFP inhibition	others
O=C(NCCN1CCCC1)c1ccc(Cl)cc1	5%	-2%	i	9%	-1%
CN(C)CCNC(=O)c1cc2c(=O)n(C)c3ccccc3c2n1C	-6%	1%	0.4%	-4%	-2%
Cc1cc(C)cc(N(CC(=O)Nc2ccccc2-c2ccccc2)S(=O)(=O)c2ccccc2)c1	8%	1%	1.4%	-7%	-4%
O=C(O)c1cc(-c2ccc(Cl)c(Cl)c2)n(-c2ccccc2)n1	19%	3%	i	-2%	-1%
COC(=O)c1cc2nc(-c3ccc(C)cc3)cc(C(F)(F)F)n2n1	12%	2%	0.1%	-7%	-5%
CC(C)(CNC(=O)c1sc2cc(Cl)ccc2c1Cl)N1CCOCC1	?	?	6.9%	1%	5%
O=C(NCC(=O)N(Cc1ccccc1)C(C(=O)NCC1CCCO1)c1ccccc1)c1cccs1 (configuration not stated)	7%	-3%	5.0%	6%	5%
COC(=O)Cc1[nH]n(-c2ccccc2)c(=O)c1C=Nc1ccc(C)cc1	5%	18%	i	13%	6%
Nc1ccccc1C(=O)Nc1ccc(Cl)cc1Cl	-10%	1%	1.0%	-11%	3%
Cc1nc2ccc(NC(=O)NCc3ccco3)cc2s1	3%	0%	2.1%	-10%	-8%
Cc1nnc(Oc2ccc([N+](=O)[O-])cc2)c2ccccc12	-7%	-4%	1.1%	-20%	-1%
O=Cc1c(C(=O)O)n(Cc2ccc(Cl)cc2)c2ccccc12	24%	6%	0.2%	-10%	-8%
Cc1cc(C)cc(C(=O)NCC(=O)N2CCC(C(N)=O)CC2)c1	-4%	-10%	5.9%	-15%	nt
CC(C)(C)c1ccc(C(=O)C2CCCN(C(=O)c3ccccn3)C2)cc1 (configuration not stated)	nt	nt	i	6%	nt
CCn1c(=O)n(CCc2ccccc2)c(=O)c2c3c(sc21)CCCC3	8%	6%	1.2%	9%	5%
N#CCc1c(C#N)c(N)nc(Nc2ccccc2)c1C#N	-4%	-2%	0.7%	-3%	4%
Cc1ccccc1-c1cc2nc(C)c(Cl)c(=O)n2[nH]1	72%	-5%	2.3%	-22%	5%
O=C(NCCS(=O)(=O)NCc1cccnc1)c1ccccc1	-6%	2%	2.2%	3%	5%
O=C(COc1ccc(Cl)cc1Cl)NC(=O)NC1CCCC1	nt	nt	11%	-2%	nt
CC(=O)CSc1nc2cc3c(cc2cc1C#N)OCCO3	-14%	-8%	i	6%	-13%

5 entries out of the list, sorted by count of non-hydrogen atoms, lowest first.
SMILES	tuberculosis growth	H37Rv inhibition	VEEV TC-83 Vero	H1N1 NS1A inhibition	PhoP GFP inhibition	others
O=C(NCCS(=O)(=O)NCc1cccnc1)c1ccccc1	-6%	2%	2.2%	3%	5%
Cc1cc(C)cc(C(=O)NCC(=O)N2CCC(C(N)=O)CC2)c1	-4%	-10%	5.9%	-15%	nt
CC(C)(CNC(=O)c1sc2cc(Cl)ccc2c1Cl)N1CCOCC1	?	?	6.9%	1%	5%
COC(=O)Cc1[nH]n(-c2ccccc2)c(=O)c1C=Nc1ccc(C)cc1	5%	18%	i	13%	6%
O=C(NCC(=O)N(Cc1ccccc1)C(C(=O)NCC1CCCO1)c1ccccc1)c1cccs1 (configuration not stated)	7%	-3%	5.0%	6%	5%

(further entries)
SMILES	tuberculosis growth	H37Rv inhibition	VEEV TC-83 Vero	H1N1 NS1A inhibition	PhoP GFP inhibition	others
CC(C)(C)NC(=O)COc1ccc(-c2ccccc2)cc1	12%	0%	i	-3%	2%
O=C(COc1ccccc1F)N1N=C(c2cccs2)CC1c1ccco1 (configuration not stated)	nt	nt	0.3%	11%	nt
Cc1ccc(SCC(=O)NCC2CCCO2)cc1 (configuration not stated)	74%	1%	1.3%	-2%	6%
CCN(CC)S(=O)(=O)c1cccc(C(=O)NCC(c2ccccc2)N(C)C)c1 (configuration not stated)	5%	-1%	1.3%	7%	3%
Nc1ccccc1NC(=O)c1ccccc1	-5%	-2%	4.0%	2%	-15%
O=C(OCC(=O)N1CCOCC1)c1cc(F)c(F)cc1Cl	56%	6%	1.9%	3%	-4%
COC(=O)C(Cc1ccc(OC(=O)c2ccccc2Cl)cc1)N1Cc2ccccc2C1=O (configuration not stated)	80%	12%	5.8%	-12%	8%
Cc1cc(NC(=O)COC(=O)C(Cc2ccccc2)NC(=O)c2ccco2)no1 (configuration not stated)	5%	11%	i	0%	-3%
CCOC(=O)C(=NCCCN1CCOCC1)NNc1cccc(C(F)(F)F)c1	49%	?	i	-3%	8%
Cn1ccs/c1=N\C(=O)Nc1cccc(Cl)c1	41%	7%	0.3%	8%	-3%
COc1ccc(-c2ccc(CCC(=O)O)n2CC(=O)Nc2cccc(OC)c2)cc1	17%	6%	1.1%	-1%	16%
NNC(=O)c1cc2cc(Oc3ccccc3)ccc2[nH]1	34%	1%	i	-10%	-1%

Assay outcomes (PubChem)
